# Compound activity (PubChem BioAssay)
# RGS12 GoLoco inh: qHTS Assay for Inhibitors of RGS12 GoLoco Motif Activity (Red Fluorophore); Guanine nucleotide-binding protein G(i) subunit alpha-1 (Homo sapiens), P63096; Gai1:RGS12 GoLoco peptide FP, rhodamine, 10 min; Potency, µM (highest dose often 61.6 µM), inactives show top-dose activity, negative = inhibition, hits mostly inhibitors; hit rate 0.44% among 230,000; active = well fitted inhibition curve with a large enough effect, not every such curve was filed as active; inactive = no such curve, though single readings can be large or run the other way; also: % is scaled to controls: 0 for no effect and ±100 for the full control effect; nearly all actives have a fitted effect of over 30% in size; many of its hits are not listed in these tables
# Target sequence (P63096 whole entry, looked up): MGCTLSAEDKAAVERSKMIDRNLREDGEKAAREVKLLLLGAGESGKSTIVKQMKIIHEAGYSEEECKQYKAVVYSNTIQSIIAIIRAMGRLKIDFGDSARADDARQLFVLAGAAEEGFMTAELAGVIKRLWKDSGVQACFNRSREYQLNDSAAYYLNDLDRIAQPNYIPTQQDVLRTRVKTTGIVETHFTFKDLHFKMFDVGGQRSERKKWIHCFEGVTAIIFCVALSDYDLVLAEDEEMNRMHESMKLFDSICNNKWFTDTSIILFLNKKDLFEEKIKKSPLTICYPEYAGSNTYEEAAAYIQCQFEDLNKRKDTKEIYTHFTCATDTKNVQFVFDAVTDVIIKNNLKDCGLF
# GAA inh: qHTS Assay for Inhibitors of Human alpha-Glucosidase as a Potential Chaperone Treatment of Pompe Disease; Lysosomal alpha-glucosidase (Homo sapiens), P10253; purified human GAA, 4-MU-alpha-glucoside fluorescence; Potency, µM (series often up to 76.9 µM), without a hit: at the highest dose activity change, negative = inhibition, hits mostly inhibitors; hit rate 0.005% among 200,000; AID 1466, 2008;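 also: plate controls were uninhibited enzyme wells for no effect and no-enzyme background for full effect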
#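 Compounds are titrated up to 77 uM against 4 nM human enzyme. Substrate 4-methylumbelliferyl-alpha-D-pyranoside (400 uM) reacts 20 min at room temperature in pH 5.0 buffer; liberated 4-methylumbelliferone is read at 440 nm.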
# GLA spleen mod: qHTS Assay for Inhibitors and Activators of Human alpha-Galactosidase From Spleen Homogenate. Alpha-galactosidase A (Homo sapiens), P06280. human spleen homogenate, 4MU-alpha-Gal fluorescence, 40 min. Potency, µM (highest dose often 80 µM), for the others: top-dose activity change, negative = inhibition, actives largely listed as inhibitors. hit rate 0.008% among 240,000;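 also: 0% = enzyme with vehicle and -100% = no enzyme basal signal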
# Target sequence (P06280 32-429 limits assumed): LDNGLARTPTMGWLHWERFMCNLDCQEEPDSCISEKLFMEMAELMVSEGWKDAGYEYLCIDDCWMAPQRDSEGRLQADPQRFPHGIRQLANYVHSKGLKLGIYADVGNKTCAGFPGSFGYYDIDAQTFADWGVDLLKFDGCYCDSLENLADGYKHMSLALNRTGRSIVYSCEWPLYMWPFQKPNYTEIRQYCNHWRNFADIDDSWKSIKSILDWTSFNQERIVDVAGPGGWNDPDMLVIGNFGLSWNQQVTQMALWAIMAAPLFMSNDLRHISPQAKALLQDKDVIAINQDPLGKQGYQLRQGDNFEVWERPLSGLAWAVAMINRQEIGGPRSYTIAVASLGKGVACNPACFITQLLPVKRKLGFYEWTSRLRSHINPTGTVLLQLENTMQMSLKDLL
#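 Spleen homogenate 1 ug + cpd (titration) + 4-MU-alpha-D-galactopyranoside 1 mM; 37C 40 min; 50 mM citrate/phosphate pH 5.0, 0.01% Tween-20; stop pH 10; fluorescence 365/440; AC50 via Hill.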
# GAA glycogen mod: qHTS Assay for Inhibitors and Activators of Human alpha-Glucosidase Cleavage of Glycogen; Lysosomal alpha-glucosidase (Homo sapiens), P10253; recombinant GAA, glycogen substrate, Amplex Red glucose oxidase fluorescence; Potency, µM (top dose mostly 76.4 µM), inactives show at the top dose activity change, negative = inhibition, most hits filed as inhibitors; hit rate 0.38% among 300,000; AID 2100, 2009;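 also: 0% = full enzyme reaction and -100% = no-enzyme basal signal; the screen sought inhibitors and activators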
#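 Recombinant human alpha-glucosidase (4 nM final) hydrolysed bovine liver glycogen (30 ug) for 40 min at 37 C in pH 5.0 citrate/phosphate with 0.01% Tween-20. Released glucose detected by glucose oxidase/Amplex Red, Ex 573/Em 610 nm. Compounds up to 77 uM; AC50 from Hill fits.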
# JMJD2E inh: qHTS Assay for Inhibitors of Human Jumonji Domain Containing 2E (JMJD2E); AID 2147, 2009; hit rate 1.6% among 230,000; Lysine-specific demethylase 4E (Homo sapiens), B2RXH2; Potency, µM (highest dose often 57.1 µM), without a hit: at the top dose activity change, negative = inhibition, most hits filed as inhibitors; JMJD2E catalytic domain, FDH-coupled NADH fluorescence (FDH is formaldehyde dehydrogenase); active = well fitted inhibition curve with a large enough effect, not every such curve was filed as active; inconclusive = small, poorly fitted or top-dose-only effect, or another doubt; inactive = no such curve, though single readings can be large or run the other way;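 also: 0% = wells with enzyme and -100% = buffer wells without enzyme; nearly all actives have a fitted effect of over 50% in size; many of its hits are not listed in these tables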
# Target sequence (B2RXH2 1-337 limits assumed): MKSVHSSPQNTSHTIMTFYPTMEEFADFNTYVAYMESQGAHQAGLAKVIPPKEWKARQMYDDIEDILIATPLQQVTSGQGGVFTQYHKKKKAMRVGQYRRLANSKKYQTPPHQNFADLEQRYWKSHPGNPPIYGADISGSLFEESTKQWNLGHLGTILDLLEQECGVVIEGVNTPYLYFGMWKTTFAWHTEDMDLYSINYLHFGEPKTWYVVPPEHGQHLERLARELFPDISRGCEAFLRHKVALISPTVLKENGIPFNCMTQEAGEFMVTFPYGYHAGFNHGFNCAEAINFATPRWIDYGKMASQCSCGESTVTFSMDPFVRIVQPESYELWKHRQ
# GAA spleen mod: qHTS Assay for Inhibitors and Activators of Human alpha-Glucosidase From Spleen Homogenate; Potency, µM (doses to about 79.9 µM), without a hit: at the highest dose activity change, negative = inhibition, most hits filed as inhibitors; AID 2112, 2009; hit rate 0.006% among 240,000; Lysosomal alpha-glucosidase (Homo sapiens), P10253; human spleen homogenate, 4-MU-alpha-glucoside fluorescence;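 also: 0% = enzyme with vehicle and -100% = no enzyme basal signal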
#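 Human spleen homogenate (1 ug) with 4-methylumbelliferyl-alpha-D-glucopyranoside (1 mM final) in 50 mM citrate/phosphate pH 5.0, 0.01% Tween-20; 40 min at 37 C. Stopped at pH 10; 4-MU fluorescence Ex 365/Em 440 nm; AC50 by Hill fit.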
# ALDH1A1 block: qHTS Assay for Inhibitors of Aldehyde Dehydrogenase 1 (ALDH1A1) | Purified ALDH1A1, NADH fluorescence, propionaldehyde substrate | Aldehyde dehydrogenase 1A1 (Homo sapiens), P00352 | Potency, µM (highest dose often 75.3 µM), without a hit: top-dose activity, negative = inhibition, hits mostly inhibitors | AID 1030, 2008 | hit rate 7.3% among 220,000; active = well fitted inhibition curve with a large enough effect, not every such curve was filed as active; inconclusive = small, poorly fitted or top-dose-only effect, or another doubt; inactive = no such curve, though single readings can be large or run the other way;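 also: plate controls were no enzyme wells and a reference inhibitor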
# SMN2 splice up: qHTS Assay for Enhancers of SMN2 Splice Variant Expression; HEK293 SMN2-luciferase splicing reporter, luminescence, 30-36 h; hit rate 2.8% among 210,000; Potency, µM (titrated, usually from 46.1 µM), for the others: at the highest dose activity change, positive = activation, actives largely listed as activators; also: % of control where 0% means no effect; nearly all actives have a fitted effect of over 55% in size
#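 HEK293 cells carry an SMN2 minigene-luciferase reporter in which exon 7 inclusion puts luciferase in frame. Cells were seeded at 2000 cells/well, attached for 10-12 hours, then exposed to compounds for 30-36 hours at 37C before ONE-Glo luminescence.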
# An asterisk follows results filed as active; ? = inconclusive; · = no result given; [ ] = remark or other dose. Unless noted, calls follow the shape of the dose curve; as a rule, active = well fitted curve in the direction sought with a large enough effect; inconclusive = small, poorly fitted or top-dose-only effect, or another doubt; inactive = no such curve, though single readings can be large; an effect the other way counts as inactive or inconclusive. Potency is read from the fitted curve at half-maximal effect.
# Second line of a record: RGS12 GoLoco inh	GAA inh	GLA spleen mod	GAA glycogen mod	JMJD2E inh	GAA spleen mod	ALDH1A1 block	SMN2 splice up
1	Cc1ccc(-n2c(SCC(=O)N/N=C/c3ccccc3OCC(=O)O)nc3ccccc3c2=O)cc1
→ 8%	·	5%	5%	-1%	6%	·	·
2	Clc1ccc(CCNc2nc3ccccc3n3nnnc23)cc1
→ 9%	-2%[15.4 µM]	1%	6%	4%	-3%	?	18%
3	Cc1ccc(NC(=O)c2cccnc2)cc1S(=O)(=O)N(C)C
→ 3%	-9%	-25%	0%	-3%	0%	-6%	5%
4	Cc1ccc(S(=O)(=O)c2nc(-c3ccco3)oc2SCC(=O)NCC2CCCO2)cc1 (stereo not given)
→ 9%	-3%	8%	0%	1%	5%	?	2%
5	CCOc1cc(C(=O)Nc2ccc([N+](=O)[O-])cn2)cc(OCC)c1OCC
→ 8%	-8%	-9%	4%	3%	-15%	-2%	-19%
6	Cc1c(Cl)cnc(NC(=O)COC(=O)CCc2nc3ccccc3s2)c1Cl
→ 18%	1%	-1%	6%	-8%	-18%	5%	6%
7	Cc1ccc(OCC(=O)N2CCN(C(=O)c3cccnc3)CC2)cc1
→ 1%	-1%	-4%	-2%	-1%	0%	-4%	12%
8	CCOC(=O)c1cnc2cc(-c3ccc(C)cc3)nn2c1-c1ccccc1
→ -4%	?	-2%	0%	?	1%	81%[activator]	-14%
9	C[C@H]1Cc2c(-c3ccccc3)nc3c(c2CO1)CN(C(=O)NCc1ccco1)CC3
→ 0%[14.2 µM]	·	13%[17.5 µM]	·	6%[11.4 µM]	5%[17.4 µM]	0%[13.5 µM]	-6%[9.22 µM]
10	N/C(COc1ccccc1)=N\NC(=O)c1cccnc1Oc1ccccc1
→ -4%	-1%	-12%	-5%	?	-8%	-8%	10%
11	Cc1cc(C(F)(F)F)nn1Cc1n[nH]c(=S)n1Cc1ccccc1
→ 1%	-11%	0%	-30%	-20%	-1%	-12%	-2%
12	NS(=O)(=O)c1ccc(CCNC(=O)C2CCCCC2)cc1
→ 15%	4%	-5%	10%	12%	-6%	1%	-10%
13	O=C(N/N=C\c1ccc(F)cc1)c1ccc(F)cc1
→ 10%	-5%	-2%	2%	-10%	-6%	-1%	?
14	COc1ccccc1C(=O)NCCc1nc2ccccc2n1C
→ 7%	-6%	1%	-16%	5%	6%	0%	-1%
15	CCOc1ccc(C(=O)n2cnnc2N)cc1
→ 8%	·	10%	3%	3%	3%	·	·

# Entries of single compounds, looked up by structure:
# Cc1c(Cl)cnc(NC(=O)COC(=O)CCc2nc3ccccc3s2)c1Cl reads RGS12 GoLoco inh: 18%; GAA inh: 1%; GLA spleen mod: -1%; GAA glycogen mod: 6%; JMJD2E inh: -8%; GAA spleen mod: -18%; ALDH1A1 block: 5%; SMN2 splice up: 6%
# Cc1ccc(NC(=O)c2cccnc2)cc1S(=O)(=O)N(C)C reads RGS12 GoLoco inh: 3%; GAA inh: -9%; GLA spleen mod: -25%; GAA glycogen mod: 0%; JMJD2E inh: -3%; GAA spleen mod: 0%; ALDH1A1 block: -6%; SMN2 splice up: 5%

# (next part)
# Second line of a record: RGS12 GoLoco inh	GAA inh	GLA spleen mod	GAA glycogen mod	JMJD2E inh	GAA spleen mod	ALDH1A1 block	SMN2 splice up
16	Cc1cc(C)cc(N(C(=O)Cn2nnc3ccccc32)C(C(=O)NCc2ccco2)c2ccncc2)c1 (stereo not given)
→ -20%	-4%	-1%	-2%	-4%	-1%	?	?
17	OC(COc1cc(Cl)c(Cl)cc1Cl)CN1CCN(c2ncccn2)CC1 (stereo not given)
→ ·	-1%	-1%	9%	-3%	-2%	2%	·
18	CCOC(=O)CC1C(=O)NCCN1S(=O)(=O)c1ccccc1 (stereo not given)
→ 1%	7%	4%	-4%	9%	1%	4%	-6%
19	Cc1ccc(N2C(=O)c3ccccc3C2C(=O)c2ccc(O)cc2O)cc1 (stereo not given)
→ -9%	?	4%	0%	20µM*	1%	-3%	?
20	Cc1ccc(C)c(S(=O)(=O)N2CCCOC2CNC(=O)C(=O)NCc2ccncc2)c1 (stereo not given)
→ 1%	-11%	8%	-6%	1%	·	3%	5%
21	O=C(CCC(=O)c1cccs1)NCc1ccc(F)cc1
→ 11%	-2%	5%	2%	0%	6%	14%	-4%
22	CN1C(=O)c2ccccc2OC1(C)Cc1ccccc1 (stereo not given)
→ 6%	-5%	6%	-3%	3%	4%	5%	3%
23	CCc1ccc(NS(=O)(=O)c2cccc3nonc23)cc1
→ 2%	-1%	3%	0%	-1%	7%	-15%	-20%
24	O=C(NN1CCN(Cc2ccccc2Cl)CC1)c1ccc(Cl)cc1
→ 17%	-10%	5%	-5%	-1%	1%	?	-27%
25	Cc1c(C#N)c2ncnc(N)c2n1-c1ccccc1
→ 4%	9%	3%	9%	2%	-6%	-7%	-21%
26	O=C(/C=N/O)Nc1cccnc1
→ 5%	-4%	-14%	-9%	-3%	-9%	2%	-9%
27	CC1(C(=O)NC(=S)N(CCC#N)c2ccccc2)CC1(Cl)Cl (stereo not given)
→ 5%	-9%	4%	7%	0%	1%	-8%	-9%
28	CN(C)c1ccc(N/C=C/C(=O)c2ccc(F)cc2)cc1
→ 1%	-1%	2%	?	13µM*	0%	-3%	10µM*
29	CN(C)c1cccc(NC(=O)C2(C)CC2(Cl)Cl)c1 (stereo not given)
→ -16%	-12%	1%	-18%	5%	4%	9%	0%
30	Clc1c(-c2ccccc2)nnn1-c1ccccc1
→ -2%	1%	-1%	-1%	4%	-2%	3%	10µM*

# From no. 16 up to 17, as listed above:
# Second line of a record: RGS12 GoLoco inh	GAA inh	GLA spleen mod	GAA glycogen mod	JMJD2E inh	GAA spleen mod	ALDH1A1 block	SMN2 splice up
16	Cc1cc(C)cc(N(C(=O)Cn2nnc3ccccc32)C(C(=O)NCc2ccco2)c2ccncc2)c1 (stereo not given)
→ -20%	-4%	-1%	-2%	-4%	-1%	?	?
17	OC(COc1cc(Cl)c(Cl)cc1Cl)CN1CCN(c2ncccn2)CC1 (stereo not given)
→ ·	-1%	-1%	9%	-3%	-2%	2%	·

# Next results
entry	smiles	RGS12 GoLoco inh	GAA inh	GLA spleen mod	GAA glycogen mod	JMJD2E inh	GAA spleen mod	ALDH1A1 block	SMN2 splice up
31	COC(=O)CSc1nc(C)cc(C)c1C#N	20%	-1%	-3%	-1%	-25%	1%	0%	·
32	O=C(NN1C(=O)CSC1=S)c1cccnc1	14%	·	0%	?	-29%	-1%	·	·
33	COc1ccc(CC2C(=O)OC(C)(C)OC2=O)cc1	6%	-4%	?	2%	0%	0%	8%	6%
34	COc1ccccc1N1CCN(CC(=O)Nc2cc(F)ccc2C)CC1	10%	2%	4%	2%	-2%	1%	18µM*	-23%
35	CC(=O)Nc1ccc(NC(=O)/C=C/c2ccc(Cl)cc2)cc1	5%	2%	1%	5%	-18%	-4%	5%	·
36	CC1(C)SCC(C(=O)O)NC1=O (stereo not given)	-3%	1%	-3%	5%	4%	-4%	-3%	-5%
37	Cc1ccc(C(=O)NNC(=O)c2cccnc2SCc2cccc([N+](=O)[O-])c2)cc1	18%	1%	3%	3%	10%	-2%	4%	1%
38	C/C(=N\NC(=O)c1[nH]c2c([N+](=O)[O-])cc(C)cc2c1-c1ccccc1)c1cccnc1	12%	8%	2%	-18%	6%	-6%	-6%	1%
39	Cc1c2oc3c(C)ccc(C(=O)N[C@@H]4C(=O)N[C@@H](C(C)C)C(=O)N5CCC[C@@H]5C(=O)N(C)CC(=O)N(C)[C@@H](C(C)C)C(=O)O[C@H]4C)c3nc-2c(C(=O)N[C@@H]2C(=O)N[C@@H](C(C)C)C(=O)N3CCC[C@@H]3C(=O)N(C)CC(=O)N(C)[C@@H](C(C)C)C(=O)O[C@H]2C)c(N)c1=O	7%	·	0%	·	?	4%	?	·
40	CCOC(=O)c1c(C)nc2c(c1-c1cc(OC)ccc1OC)C(=O)CC(C)(C)C2	0%	·	-1%	5%	4%	-3%	·	·
41	CCc1ccc2c(c1)/C(=N/N(C)C(=S)NC)C(=O)N2	11%	-1%	10%	-2%	2%	2%	?	-9%
42	O=C(O)/C=C\C(=O)NCc1cccnc1	-1%	-19%	0%	-2%	-14%	-2%	-9%	-2%
43	Cc1c(C(=O)N2CCN(Cc3ccccc3)CC2)sc2ncnc(N3CCOCC3)c12	8%	-9%	7%	8%	?	1%	25µM*	-20%
44	O=C(CN1CCOc2ccccc21)NCc1cccs1	-6%	-7%	-2%	0%	-2%	-11%	-6%	5%
45	Cn1c(=O)n(C)c2cc([N+](=O)[O-])c(N3CCN(S(=O)(=O)c4ccccc4)CC3)cc21	·	?	0%	-9%	15%	-11%	?	·

entry	smiles	RGS12 GoLoco inh	GAA inh	GLA spleen mod	GAA glycogen mod	JMJD2E inh	GAA spleen mod	ALDH1A1 block	SMN2 splice up
46	COc1ccc(-c2cc(C(=O)NNC3=NCCC3)c3c(C)nn(-c4ccccc4)c3n2)cc1	-10%	-3%	-15%	2%	-11%	-14%	6%	-38%[inhibitor]
47	Cc1cccc(N=Cc2[nH]c3ccc(Br)c(Cl)c3c2O)c1	85%[activator]	-2%	1%	-19%	6%	-2%	4.5µM*	20%
48	Cc1c2cnn(CC(=O)Nc3cccc(C(F)(F)F)c3)c(=O)c2c(C)n1Cc1ccccc1F	37%[activator]	-4%	-8%	-1%	37%[activator]	0%	-5%	-24%
49	O=C(CCn1c(=O)oc2ccccc21)NCc1ccc2c(c1)OCO2	-15%	-3%	6%	-2%	3%	3%	16µM*	4%

# An excerpt; count on the stated rates, not on these rows.
